# Pf Dd2 inh: inhibitors of Plasmodium falciparum Dd2 growth; P. falciparum Dd2 growth, SYBR Green, 72 h; Potency, µM (titrated, usually from 28.9 µM), inactives show at the highest dose activity, negative = inhibition, usual class: inhibitors; 120,000 compounds, 4.3% hits; active means well fitted inhibition curve with a large enough effect; inconclusive means small, poorly fitted or top-dose-only effect; inactive means no such curve, though single readings can be large or run the other way;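 further: plate controls were DMSO vehicle for no effect and reference drug for full effect; nearly all actives have a fitted effect of over 65% in size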
#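 Readout: SYBR Green fluorescence, 485 nm excitation, 535 nm emission, after ~16 h lysis at 37C. Before that, Dd2-infected red cells (2.5% hematocrit) grew 72 h with compound, 29 uM top final concentration.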
# Starred values were filed as active, the others as inactive; i = inactive; ? = inconclusive; & = joins results of further samples; [ ] = another dose, or the depositor's remark. Potency means the concentration at half of the fitted maximal effect. Some of the compounds tested, so the mix of outcomes need not match the whole.
SMILES,Pf Dd2 inh
CCOC(=O)C1CCCN(C(=O)c2c(C)nn(-c3ccc(F)cc3)c2-n2cccc2)C1 (stereo unspecified),-10%
Cn1cnnc1CC1CCN(C(=O)Nc2ccccc2)C1 (stereo unspecified),-1%
O=C(CN1C(=O)COc2ccc(S(=O)(=O)N3CCCCC3)cc21)NCc1ccc(F)cc1,18%
COCCN(C)S(=O)(=O)c1cccc(C(=O)NC(C)C2=CCCCC2)c1 (stereo unspecified),-18%
CCCCc1nn2c(=O)cc(COC(=O)c3ccccc3C)nc2s1,19%
COc1ccc(NC(=O)Cc2noc3ccc(C)cc23)cc1Cl,?
Cc1ccccc1OCCn1c(=N)n(C(C)C)c2ccccc21,5.6µM*
CS(=O)(=O)N1CC2(CCCN2Cc2cccc(C(N)=O)c2)Cc2ccccc21 (stereo unspecified),14µM*
COc1ccccc1CN[C@H]1CC(C)(C)[C@@H]2C[C@@](C)(O)CC[C@]12CCC(=O)N1CCOCC1,i
COc1ccccc1CN1C(=O)COC[C@@H]1[C@H](O)c1ccc(NC(=O)c2ccccc2)cc1,?
COc1ccc(-c2cc(N3CCCC(NC(=O)c4ccc5ncccc5c4)C3)n[nH]2)cc1 (stereo unspecified),?
NC(=O)C1(C(=O)N2CCc3cc(S(=O)(=O)Nc4cccnc4)ccc3C2)CC1,3%
COCCOC1CCN(C(=O)c2nn(C)c3ccccc23)CC1,15%
CSc1cccc(N2C(=O)[C@@H]3C[C@@H](NC(=O)c4cccn4C)CCN3C2=O)c1,10µM*
COC(=O)c1ccc2c(c1)N(CC(=O)Nc1ccc(C)cc1Cl)C(=O)c1ccccc1S2,?
O=C(NCc1ccncc1)c1nc2c(o1)CCN(Cc1ccccc1)CC2,-18%[44.1 µM]
Cc1ccc(C(=O)Oc2cc(-c3ccc4c(c3)OCO4)cc(=O)c3c(C)oc(C)c23)cc1,?
CCC1CN(C(=O)N2CCC(C(=O)N(C)Cc3ccccc3)CC2)c2ccccc2O1 (stereo unspecified),?
COc1cc2ccccc2cc1C(=O)N1CCN(c2nc3c(C)cc(C)cc3s2)CC1,i
COc1ccccc1N1CCN(C(=O)c2ccccc2-c2ncc[nH]2)CC1=O,5%

# 2 of the compounds above, bar-delimited.
mol | Pf Dd2 inh
O=C(CN1C(=O)COc2ccc(S(=O)(=O)N3CCCCC3)cc21)NCc1ccc(F)cc1 | 18%
COCCN(C)S(=O)(=O)c1cccc(C(=O)NC(C)C2=CCCCC2)c1 (stereo unspecified) | -18%

# Next section.
SMILES,Pf Dd2 inh
O=C(CC(c1ccc(Cl)cc1)c1c[nH]c2ccc([N+](=O)[O-])cc12)N1CCOCC1 (stereo unspecified),-11%
COc1ccc2[nH]c3c(c2c1)CCNC31CCN(C(=O)c2ocnc2C)CC1,-18%
Cn1ccc(C(=O)N2CCC(N3CCCC(C(=O)N4CCCC4)C3)CC2)n1 (stereo unspecified),11%
O=C(NCCN1CCCCC1)c1nnn2cc(-c3ccccc3)[nH]c(=O)c12,-3%
COc1cccc(NC(=O)O[C@@H]2CO[C@H]3[C@@H]2OC[C@@H]3Nc2nccc(-c3ccccc3)n2)c1,-16%
COc1cccc(CN2CCc3nc(C4CC4)nc(-c4ccc(O)cc4)c3C2)c1,i
Cn1cc(CN2CCOC[C@H]2c2ncc(-c3cccc(F)c3)[nH]2)c2ccccc21,?
CC(C)C[C@@H]1N[C@H](C(=O)N2CCCC2)Cc2cn(Cc3ccccn3)c3cccc1c23,?
COc1ccc(N2CCN(c3nc(C(=O)NCC4CCCCC4)cs3)CC2)cc1,?
Cc1ccccc1C(=O)N1CCC(CCC(=O)NCCc2c[nH]c3ccccc23)CC1,?
COc1ccc(S(=O)(=O)c2c(Nc3cccc(Cl)c3)sc(C(=O)c3ccccc3)c2N)cc1,8.9µM*
O=C(Cc1ccccc1Cl)N[C@@H]1CN(c2ncccn2)C[C@H]1CO,16%
CN1C(=O)C(c2ccccc2)CC12CCN(C(=O)Cc1ccccn1)CC2 (stereo unspecified),1%
COc1ccc(CNCCSc2nnnn2-c2ccccc2)cc1,5%
CCOC(=O)C1(Cc2ccc(F)cc2)CCCN(C(=O)c2ccco2)C1 (stereo unspecified),i
CC(C)NC(=O)C1CCCN(c2ncnc3onc(-c4ccc(F)cc4)c23)C1 (stereo unspecified),-3%
CCc1ccc(CNC(=O)c2cnc3sc(N4CCOCC4)nn3c2=O)cc1,i
Cc1ccc(CN(C(=O)COc2ccc(Br)cc2)c2ccccn2)o1,i
CCN(CC)C(=O)[C@@H]1CCC[C@@H](NC(=O)c2ccc(C#N)cc2)CN(C)C(=O)C1,9%[44.1 µM]
COCC(=O)N1CCCN(C(=O)CSc2ccncc2)CC1,-1%

# An excerpt of these results, bar-delimited:
compound | Pf Dd2 inh
COc1cccc(CN2CCc3nc(C4CC4)nc(-c4ccc(O)cc4)c3C2)c1 | i
Cn1cc(CN2CCOC[C@H]2c2ncc(-c3cccc(F)c3)[nH]2)c2ccccc21 | ?
CC(C)C[C@@H]1N[C@H](C(=O)N2CCCC2)Cc2cn(Cc3ccccn3)c3cccc1c23 | ?
COc1ccc(N2CCN(c3nc(C(=O)NCC4CCCCC4)cs3)CC2)cc1 | ?
Cc1ccccc1C(=O)N1CCC(CCC(=O)NCCc2c[nH]c3ccccc23)CC1 | ?
COc1ccc(S(=O)(=O)c2c(Nc3cccc(Cl)c3)sc(C(=O)c3ccccc3)c2N)cc1 | 8.9µM*
O=C(Cc1ccccc1Cl)N[C@@H]1CN(c2ncccn2)C[C@H]1CO | 16%

# Next section:
SMILES,Pf Dd2 inh
COc1ccc(C(=O)N2Cc3ccccc3CC23CCCN(C(=O)CCCN)C3)cc1 (stereo unspecified),-8%
Cc1ccccc1NC(=O)c1cc2c(-c3ccccc3)nn(-c3ccccc3)c2s1,?
Cc1cccc(OCCCCn2c(C3CC(=O)N(c4ccc(C)cc4C)C3)nc3ccccc32)c1 (stereo unspecified),11µM*
COc1ccc(CC2CN(C(=O)c3cccnc3SC)CCO2)cc1 (stereo unspecified),3%
Cc1noc(C)c1[S+](=O)([O-])N1CCn2c(nnc2-c2ccncc2)C1,72%[activator]
Cc1noc(C)c1-c1cc2c(cc(C)n2C)c(-c2ccc(CO)cc2)n1,i
CC(=O)NC1(C)CCN(Cc2cccc(-c3ccc4ccccc4c3)c2)C1 (stereo unspecified),?
COc1ccc(-c2c(C)c3ccc(O)c(CN4CCCC4)c3oc2=O)cc1OC,-20%
C=CCN1CCC2(CCC1=O)CN(C(=O)Cc1cccnc1)CCN2C (stereo unspecified),-4%
CN1CCN(Cc2nc(C3(O)CCN(C4COC4)CC3)cs2)CC1,0%[44.1 µM]
COc1cc(-c2noc(CSc3nc(-c4ccc(F)cc4)cc(=O)[nH]3)n2)cc(OC)c1OC,i
COc1ccc(N2CC(C(=O)NCc3cccc(F)c3)NC2=O)cc1 (stereo unspecified),-18%&-3%
CCc1ccccc1Nc1nn2c(=O)c3ccc(C(=O)NCCCOC(C)C)cc3nc2s1,11µM*
COc1ccc(NC(=O)CSc2nncn3c2cc2occc23)c(OC)c1,-10%
Cc1cccc(Cl)c1NC(=O)Cn1c(C)cc2nc3n(c(=O)c21)CCCC3,i
Cc1cc(C(=O)NCCCOC(C)C)c2c(C3CCNCC3)noc2n1,0%
CC(=O)Nc1ccc(Nc2ccc3cc(S(=O)(=O)N4CCCCC4)ccc3n2)cc1,i
Cc1noc([C@@H]2CN(Cc3ccncc3F)C[C@H]2CO)n1,28%
Cc1ccc2oc([C@H]3CCN(C(=O)C4CC4)C3)nc2c1,?
O=C(NCCCCc1ccccc1)c1nn(-c2ccccc2F)nc1CO,56%[activator]

# Sorted by molar mass (ascending): four of the compounds above
SMILES,Pf Dd2 inh
C=CCN1CCC2(CCC1=O)CN(C(=O)Cc1cccnc1)CCN2C (stereo unspecified),-4%
O=C(NCCCCc1ccccc1)c1nn(-c2ccccc2F)nc1CO,56%[activator]
COc1ccc(-c2c(C)c3ccc(O)c(CN4CCCC4)c3oc2=O)cc1OC,-20%
CC(=O)Nc1ccc(Nc2ccc3cc(S(=O)(=O)N4CCCCC4)ccc3n2)cc1,i

# Next section.
SMILES,Pf Dd2 inh
COc1cccc(NC(=O)c2cc3c(-c4ccc(Cl)cc4)nn(C)c3s2)c1,3.2µM*
COc1ccc(NC(=O)N2Cc3[nH]cnc3C[C@H]2c2nc(-c3ccccc3)no2)cc1,-2%[44.1 µM]
CCc1ccccc1NC(=O)c1cccn(Cc2ccccc2F)c1=O,-1%
O=C1Nc2ccccc2CC12CCCN2Cc1ccncc1 (stereo unspecified),?
Cc1ccccc1OCC1CN(CC(C)C)C(=O)c2c(ccnc2-c2ccc(OCC(=O)O)cc2)O1 (stereo unspecified),20%
COc1ccc(CNC(=O)C2CN(S(=O)(=O)C3CC3)CC23CCCCC3)cc1 (stereo unspecified),?
O=c1c2nc(-c3ccccc3)ccc2ncn1-c1ccc(F)cc1F,-5%[44.1 µM]
Cc1ccc2c(c1)-c1c(cnn1CC(=O)Nc1ccccc1C#N)CO2,?
CN(Cc1ccccc1)Cc1nnc(C(=O)N2CCC[C@@H]2c2ccc(Br)cc2)n1Cc1ccccc1,i
O=C(Nc1c(C(=O)N2CCN(c3ccccc3F)CC2)oc2ccccc12)c1ccccc1F,-22%
CN1CCN(C(=O)Cc2c[nH]c3ncc(-c4ccoc4)cc23)CC1,i
COc1cccc(C(=O)N2CCC3(CC2)CC(OCC2CC2)CCO3)c1 (stereo unspecified),i
CC1=Nc2cc(C(=O)NCCc3ccccc3)ccc2Sc2c(C)ccc(C)c21,?
CCOc1ccc(CNC(=O)C2CCCN(c3nnc(C)c4c(C)n(-c5ccccc5)nc34)C2)cc1 (stereo unspecified),?
Cc1ccc(C)c(Cn2c(=O)n(Cc3ccccc3)c(=O)c3c(C)c(C)sc32)c1,?
COc1cc2c(cc1OCC1CC1)NC(=O)C21CCN(C(=O)c2ccnn2C)CC1,i
COc1ccc(NS(=O)(=O)c2ccc3c(c2)oc(=O)n3C)cc1Cl,-4%
Cc1nc2c(-c3ccccc3)c(C)nn2c(C)c1CCC(=O)N1CCN(c2ccc(F)cc2)CC1,?
C=CCCC(CN1CCCC1)Oc1ncc(F)c(N2CCCC2)n1 (stereo unspecified),?
CCS(=O)(=O)N1C[C@@H](Oc2cccnc2)C[C@H]1C(=O)N1CCCC1,54%[activator]
Cc1ccc(C)c(C(=O)N2CC(C(=O)N(C)C)C3(CCOCC3)C2)c1 (stereo unspecified),3%
CCn1ncc(N2CCCC(CC(=O)O)C2)cc1=O (stereo unspecified),11%
CCOCCCNC(=O)N1[C@H]2CC[C@@H]1c1cnc(-c3ccc(F)cc3)nc1C2,i
C=Cc1ccc(Cn2c(=O)cc(C)c3c(C)nn(C)c32)cc1,15%
CCN1CCC(N(Cc2ccc(F)cc2)C(=O)Nc2cc(Cl)ccc2C(=O)OC)CC1,?
CCOc1ccc(N(C)C(CNS(=O)(=O)c2ccccc2)c2ccccc2)cc1 (stereo unspecified),?
Cc1cccc(N2CCN(C(=O)c3ccc4c(c3)CCN4S(=O)(=O)c3ccccc3)CC2)c1C,?
CC(C)N1C(=O)C2(CCCC2)C1C(=O)NCc1ccccn1 (stereo unspecified),-13%
CCn1ccc(C(=O)N2CCC3(CC2)c2[nH]c4ccc(OC)cc4c2CCN3C)n1,?
CN(C)CCN(Cc1ccco1)C(=O)Cn1nc2n(c1=O)CCC(N)CC2 (stereo unspecified),i
COc1cccc(CC(=O)NCCC2CCN(C(=O)Nc3ccc(C)cc3)CC2)c1,i
Cc1cc(CN2CCc3nc(C(C)C)nc(-c4ccc(Cl)cc4)c3CC2)no1,8.9µM*
O=C(c1ccco1)N1CCC(n2cc(-c3nc(-c4ccccc4)no3)nn2)CC1,-2%
NC(=O)[C@H](Cc1cccs1)NC(=O)C1=C[C@@H](NC(=O)c2ccc(F)c(Cl)c2)[C@@H](O)[C@H](O)C1,-9%
Cn1c(C(=O)NCCc2ccccc2)cc2cc(S(=O)(=O)N3CCCCC3)ccc21,-8%
COc1ccccc1N1CCN(c2ncc3c(n2)CCN(Cc2ccccc2C)C3)CC1,11%
O=C(NCCOCCn1c(=O)oc2ccccc21)Nc1ccc(F)cc1F,23%
CN(Cc1ccccc1)C1CCOC2(CCN(C(=O)NC3CCCC3)CC2)C1 (stereo unspecified),6.3µM*
COCC(=O)N[C@H]1C[C@H]2C(=O)NC[C@@H](CCC(=O)N3CCN(c4ccccn4)CC3)N2C1,-6%
Cn1c(CN2CCC(O)CC2)nnc1C1CCCN(C2CCNCC2)C1 (stereo unspecified),5%
CC1Cc2ccccc2N1S(=O)(=O)c1nnc(NC(=O)c2cccc(F)c2)s1 (stereo unspecified),-3%
O=C(NCCS(=O)(=O)N1CCN(c2ccccc2)CC1)C(c1ccccc1)c1ccccc1,i
CCNC(=O)c1c(C)oc2c1CN(Cc1sccc1C)CC2,11µM*
CCOc1ccc(CNC(=O)c2cnc3c(C)cccn3c2=O)cc1,37%[activator]
COc1ccc(-c2ccnc3nc(C(C)C)nn23)cc1,-22%
CC1CCN(c2ccc(-c3nc(-c4ccccc4)no3)cc2[N+](=O)[O-])CC1,-12%
Cc1c(NC(=O)Nc2ccccc2C(F)(F)F)c(=O)n(-c2ccccc2)n1C,9%
CC(C)CCN1CCC(N2CCN(S(=O)(=O)C(C)C)CC2)C1=O (stereo unspecified),5%
Cc1cc(C)c(NS(=O)(=O)c2ccc3c(c2)NC(=O)CCS3)c(C)c1,?
CC1=C[C@@H](CN2CCN(c3cnccn3)CC2)[C@H](C(C)C)C[C@H]1Cc1nnc(-c2ccccc2)o1,?
COCCn1cnc2ccc(-c3ccnn3C)nc2c1=O,i
